# PAFAH2 FP inh = PAFAH2 (human) inhibition. Q99487. recombinant PAFAH2, FP-rhodamine activity probe, fluorescence polarization. inhibition, % at 3.39 µM. 340,000 tested, 0.99% active;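 active = inhibition above the mean over all tested compounds plus 3 SD, cut at about 30% in these data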;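 also: inhibitors block probe labeling of enzyme so polarization drops; 0% = enzyme with DMSO and 100% = wells lacking PAFAH2 protein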
# Fh CTSL1 inh = cathepsin L1 inhibition, PFM18AAP counter-screen. AID 1906. inhibition, % at 5.96 µM. 300,000 tested, 0.49% active. recombinant F. hepatica cathepsin L1, Z-Leu-Arg-MCA fluorescence;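 active = inhibition above the mean of all tested compounds plus 3 SD, set per screening campaign, cut at about 17% in these data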;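 also: 0% = plate median of test compound wells and 100% = 1 µM Z-Phe-Ala-diazomethylketone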
# TPT1 inh = C. albicans TPT1 enzyme inhibition; recombinant caTPT1, FP RNA substrate dephosphorylation; inhibition, % at 5 µM; 300,000 tested, 0.81% active; AID 1962;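 active = inhibition above the mean of all tested compounds plus 3 SD, set per screening campaign, cut at about 24% in these data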;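 also: plate controls were DMSO alone for no effect and ferristatin control at 100 nM for full effect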
# PP5 inh = PP5 (human) phosphatase inhibition | P53041 | purified PP5c, OMFP substrate fluorescence | inhibition, % at 6.7 µM | 320,000 tested, 0.18% active;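 active = inhibition above the campaign's mean inhibition across all tested compounds plus 3 SD, cut at about 9.5% in these data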;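 also: 0% = DMSO only and 100% = 100 µM cantharidin control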
# Target sequence (P53041 whole entry, looked up): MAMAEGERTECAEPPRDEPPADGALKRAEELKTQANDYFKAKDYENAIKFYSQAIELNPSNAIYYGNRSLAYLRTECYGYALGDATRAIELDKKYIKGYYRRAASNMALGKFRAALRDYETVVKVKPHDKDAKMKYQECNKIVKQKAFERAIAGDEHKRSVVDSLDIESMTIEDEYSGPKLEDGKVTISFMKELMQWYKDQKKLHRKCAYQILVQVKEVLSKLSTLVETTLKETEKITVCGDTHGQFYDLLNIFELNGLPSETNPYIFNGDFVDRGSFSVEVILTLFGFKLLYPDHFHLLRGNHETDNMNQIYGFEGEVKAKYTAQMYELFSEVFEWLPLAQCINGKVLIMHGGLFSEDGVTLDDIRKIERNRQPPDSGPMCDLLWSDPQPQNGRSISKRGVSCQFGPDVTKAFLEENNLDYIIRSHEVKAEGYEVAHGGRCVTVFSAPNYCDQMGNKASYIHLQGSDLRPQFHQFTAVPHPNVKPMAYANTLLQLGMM
# procasp7 counter = counter-screen: procaspase-7 (human) activation. P55210. recombinant procaspase-7, Ac-DEVD-pNA absorbance 405 nm; D23A/D198A/D206A triple mutant, cannot self-cleave; scale: DMSO 0, 5 µM enzyme 100. activation, % at 8.5 µM. 330,000 tested, 0.093% active. AID 463210;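 active = percent activation above the screen-wide mean plus 3 SD, cut at about 25% in these data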
#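 Assay system: Uncleavable procaspase-7 mutant enzyme; Input: 2 µM procaspase-7 mutant as dispensed; Also added: DEVD-pNA substrate; Medium: Zinc-free HEPES pH 7.4 with 300 mM NaCl, 0.01% Triton X-100; Timing: 1 h compound preincubation, 2 h substrate cleavage, 25 °C; Measured by: Epi-absorbance of released pNA at 405 nm, two timepoints.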
# AHR activator = human AHR activation; P35869; AHR-responsive luciferase reporter cells, luminescence; activation, % at 5 µM; 320,000 tested, 2.5% active; in the data active = activation above about 47%;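 also: 0% = vehicle wells and 100% = reference agonist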
# PP1 inh = PP1-alpha (human) inhibition in PP5 counter-screen. P62136. purified PP1alpha, OMFP fluorescence. inhibition, % at 6.7 µM. 320,000 tested, 0.9% active;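 active = inhibition above the mean inhibition of all tested compounds plus 3 SD, computed separately for each screening campaign, cut at about 15% in these data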
# Target sequence (P62136 whole entry, looked up): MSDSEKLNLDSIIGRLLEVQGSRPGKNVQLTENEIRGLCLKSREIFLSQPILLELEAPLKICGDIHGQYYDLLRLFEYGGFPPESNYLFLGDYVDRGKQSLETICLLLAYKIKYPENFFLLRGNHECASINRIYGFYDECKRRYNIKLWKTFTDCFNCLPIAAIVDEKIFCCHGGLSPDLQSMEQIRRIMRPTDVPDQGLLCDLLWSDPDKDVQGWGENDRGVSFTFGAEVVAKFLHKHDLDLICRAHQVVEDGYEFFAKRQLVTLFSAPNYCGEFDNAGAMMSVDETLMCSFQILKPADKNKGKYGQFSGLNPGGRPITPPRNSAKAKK
# HCV core dimer = HCV core protein dimerization inhibition; AID 1899; inhibition, % at 5 µM; TR-FRET GST/Flag-core106 dimerization, 1536-well; 300,000 tested, 0.33% active;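 active = inhibition above the mean of all tested compounds plus 3 SD, set per screening campaign, cut at about 45% in these data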
#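 Material: Tagged HCV core106 pair (GST and Flag) | Amount: GST-core106 13.5 nM, Flag-core106 17 nM | Medium: KF-containing HEPES buffer, pH 7.45, DTT, CHAPS, BSA | Reagent: Eu donor and XL665 acceptor anti-tag antibodies | Schedule: 4 h at 22.5 °C | Technique: Time-resolved FRET, ex 340 nm, em 617 and 671 nm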
# procasp3 activ = procaspase-3 (human) activation; recombinant procaspase-3 D3A, Ac-DEVD-pNA absorbance 405 nm; activation, % at 8.5 µM; 330,000 tested, 0.11% active;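 active = activation above the mean of all tested compounds plus 3 SD, cut at about 21% in these data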;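 also: 0% = DMSO alone and 100% = DMSO wells spiked with extra 5 µM PC-3 D3A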
# Target sequence (P42574 whole entry D9A/D28A/D175A): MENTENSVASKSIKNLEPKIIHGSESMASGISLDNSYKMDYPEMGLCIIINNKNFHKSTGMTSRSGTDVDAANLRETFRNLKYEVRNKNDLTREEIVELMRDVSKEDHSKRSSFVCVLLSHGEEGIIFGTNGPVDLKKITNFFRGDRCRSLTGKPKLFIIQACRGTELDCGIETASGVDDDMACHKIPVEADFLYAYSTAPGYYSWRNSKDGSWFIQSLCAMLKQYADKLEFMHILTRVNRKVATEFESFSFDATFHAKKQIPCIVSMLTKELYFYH
#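 Evaluation: percent activation relative to control range; Material: Procaspase-3 D3A mutant, all three cleavage aspartates alanine; Compound: single dose, 8.5 µM nominal compound, 0.8% DMSO; Replication: one well per compound; Signal: absorbance at 405 nm, 0 and 120 min; Schedule: 1 h preincubation plus 2 h reaction at 25 °C.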
# * = called active by the depositor; . = not tested or not shown.
# Each structure is followed by: PAFAH2 FP inh, Fh CTSL1 inh, TPT1 inh, PP5 inh, procasp7 counter, AHR activator, PP1 inh, HCV core dimer, procasp3 activ
> CCOC(=O)C1(Cc2cccc(Cl)c2)CCCN(C(=O)C2CC2)C1 (stereo not given)
    2, -1, -5, 3.7, 2, 0, -2, 2, -2
> O=C(c1ccccc1)c1cc2ccccc2o1
    -2, 1, -4, 3.7, 8, 8, -3, -2, 2
> S=C(NCc1ccccc1)Nc1ccc(Oc2ccccc2)cc1
    3, -11, 0, 4.6, 5, 74*, 8, 4, 1
> C=CCN1C(=O)[C@@H]2Cc3c([nH]c4ccccc34)C(c3cc(OC)c(OC)c(OC)c3)N2C1=S (stereo not given in full)
    -4, 14, 57*, 1.8, -10, 22, 3, -2, -5
> COc1ccc(CCC(=O)Nc2nnc(C(C)(C)C)s2)cc1
    -1, -4, 2, 13*, 2, 3, 0, 11, 2
> COc1cccc2c1OCC(CN1CCN(Cc3ccccc3F)C(CCO)C1)=C2 (stereo not given)
    -6, -3, 4, 3.7, -12, 0, -1, 0, -11
> O=C1CC(c2cccnc2)c2cc3c(cc2N1)OCO3 (stereo not given)
    -3, 2, 1, 0.8, -6, 16, -3, 0, 11
> Cc1ccccc1NC(=O)c1cc(S(=O)(=O)Nc2cccc(C(=O)O)c2)ccc1Cl
    0, -2, 3, 0.8, 10, 1, -1, 0, 4
> Cc1ccc(NC(=S)NNC(=S)NC2CCCCC2)cc1
    8, 7, 3, -0.2, -24, 50*, 0, -1, -11
> COc1cccc(CN2CCN(Cc3nc(-c4cccs4)oc3C)CC2CCO)c1 (stereo not given)
    -6, -3, 3, 0.3, -11, 2, -6, -6, 1
> COC(=O)c1cc(C(=O)NCCN2C(=O)S/C(=C\c3cccs3)C2=O)cc([N+](=O)[O-])c1
    -4, -1, -4, 1.4, -3, -2, 4, 6, 2
> O=C(NCc1cccc(F)c1)C1CCN(S(=O)(=O)Cc2ccccc2)CC1
    0, -3, -3, 2.4, 17, 2, 1, -2, 15
> O=C(CSc1nnc2ccc(-c3ccccc3)nn12)NCC1CCCO1 (stereo not given)
    -3, 0, -4, -2.2, 4, 3, -1, -3, 4
> CCN(CC(=O)NCCc1ccccc1)S(=O)(=O)c1ccccc1
    5, -4, -4, 1.8, 2, 5, -2, 1, -1
> Cc1nnn(C23CC4CC(CC(C4)C2)C3)n1
    10, -3, -3, 0.7, 1, -3, -3, -4, -1
> C[C@@H]1C[C@@H]2O[C@H]2/C=C\C=C\C(=O)Cc2c(Cl)c(O)cc(O)c2C(=O)O1
    7, -2, -1, 2.8, -5, -3, 1, 7, 3
> O=S(=O)(CCN1CCOCC1)c1ccc(OC(F)(F)F)cc1
    -2, -1, -1, 1.3, -2, 4, 0, 2, 13
> O=C(O)c1ccc2c(c1)C(=O)N(c1cc([N+](=O)[O-])ccn1)C2=O
    -12, 7, 4, -0.1, 4, 5, 0, 9, 12
> Cc1cccc(C2c3[nH]c4ccccc4c3CCN2C(=O)c2cc3c([nH]c2=O)CCCC3)n1 (stereo not given)
    0, 1, 1, 3.7, 5, 12, -4, 7, -7
> CCOC(=O)CNc1nc(Cl)c(C#N)s1
    3, -1, 0, 0.7, -7, -1, 1, -2, 1
> O=S(=O)(c1ccccc1)c1nc(NC2CC2)sc1Cl
    -4, 6, -1, 2.9, 1, 5, -1, 3, -1
> Cc1cc(C(=O)N/N=C2\CCCc3ccccc32)c(C)o1
    14, 9, 0, 5.3, 7, 19, 2, -2, 4
> CCCc1nnc(NC(=O)CCC(=O)N2CCN(S(=O)(=O)c3ccc(C)cc3)CC2)s1
    7, 1, -3, 0.3, 12, 0, -3, 1, -1
> CN(CCOc1ccc(Cl)cc1)C(=O)C1CCN(C(=O)c2ccc(Cl)cc2)CC1
    5, -1, 2, 0.0, 9, -2, -1, 2, -6
> COc1ccccc1N1CCN(C/C(O)=C(\C#N)c2nc(-c3ccccc3)cs2)CC1
    10, 3, 5, 2.8, -2, 7, 0, 10, 9
> Cc1nc2c(-c3ccccc3)c(C)[nH]n2c(=O)c1Cl
    2, -2, -4, 2.3, -3, 4, 0, -13, 2
> O=C(O)CC(NNC(=O)c1ccccc1)C(=O)Nc1cccc([N+](=O)[O-])c1 (stereo not given)
    -2, 1, 0, 0.0, -3, 0, -1, -4, 4
> CC(C(=O)N1CCCC1)c1ccc([N+](=O)[O-])cc1 (stereo not given)
    4, 2, -2, 1.1, 2, 2, 0, -10, 10
> CC(/C=C/c1ccco1)=N\NC(=O)c1cc(C)[nH]n1
    -1, -2, 6, 1.7, -4, 4, 2, 19, 9
> Cc1ccc(C(C)C)cc1OCCN1CCCC1
    6, 2, -3, 0.2, -12, 5, -2, -2, 5
> O=C1NC[C@@H](Cc2cccc3ccccc23)N(CCC23CC4CC(CC(C4)C2)C3)C1=O
    2, 5, 1, 0.9, 1, -1, 5, 14, 9
> Nc1nc(N)nc(COc2ccccc2)n1
    -10, 0, -1, 1.4, 4, 2, -3, -2, 2
> CN(C(=O)c1ccccc1)c1nc2ccccc2s1
    7, 3, -1, 1.0, 6, -2, 0, 0, -3
> COc1ccccc1-c1nnc(NC(=O)c2cccc(N3C(=O)CCC3=O)c2)o1
    4, 1, -3, -0.5, 0, 34, 0, 0, 3
> Cc1ccc(CNS(=O)(=O)c2ccc3c(c2)NC(=O)CS3)cc1
    0, 4, -5, -0.4, 3, 3, -1, -13, 3
> Cc1ccc(C(=O)CN(CCCC(N)=O)S(=O)(=O)c2ccc([N+](=O)[O-])cc2)cc1
    6, -1, 1, -0.2, 0, -1, 0, 1, -1
> O=C(O)c1cccc(CN2C(=O)SC(Nc3cccc4ccccc34)C2=O)c1 (stereo not given)
    0, -2, -1, 0.8, -44, 4, 7, 6, -10
> COc1ccc(Cl)cc1N1CC(c2nc3ccccc3[nH]2)CC1=O (stereo not given)
    1, 0, -2, -1.3, 5, 7, -4, -1, -4
> C=CCn1c(=N)n(CC(O)COc2ccc(OC)cc2)c2ccccc21 (stereo not given)
    11, -4, -5, 0.3, 6, 0, -1, 0, 2
> COc1ccc(S(=O)(=O)n2nc(OC(=O)c3ccc(C)cc3)cc2N)cc1
    9, -19, -3, 2.3, -8, 0, 0, 15, -11
> COc1ccc2cc(C(=O)N(C)CC(=O)Nc3ccccc3Br)ccc2c1
    -7, ., ., -0.8, -2, 3, -4, ., -2
> N#C/C(C(=O)N1CCOCC1)=C1/SC(Cc2ccccc2Cl)C(=O)N1c1ccccc1 (stereo not given)
    4, 8, 7, 6.6, -7, -1, -8, -14, 1
> Cc1ccc(OCCNC(=O)CN2C(=O)NC3(CCCC3)C2=O)cc1
    1, -2, 4, -2.0, -3, -1, -3, -1, 1
> Nn1c(SCC(=O)NCCC2=CCCCC2)nnc1C1CCCCC1
    5, 7, 3, -3.4, 11, 5, -2, -7, 3
> Cc1c(C)c2ccc(OC(C)C(=O)N[C@@H](Cc3c[nH]c4ccccc34)C(=O)O)c(C)c2oc1=O (stereo not given in full)
    1, 7, -4, 0.8, 3, 8, -2, 2, 7
> CCCCn1c(N)c(N(CC(C)C)C(=O)Cn2c(=O)oc3ccccc32)c(=O)[nH]c1=O
    7, 7, -2, -1.8, 0, 0, 1, 0, 7
> CCOc1ccc2nc(SCC(=O)NCc3ccc4c(c3)OCO4)[nH]c2c1
    6, -2, -1, 2.9, 3, 15, -1, -2, 6
> S=c1[nH]nc(-c2ccncc2)n1/N=C/c1cn(-c2ccccc2)nc1-c1ccc(Cl)cc1
    ., -3, -6, 1.1, 6, 4, -1, 10, -14
> Cc1ccc(SCCC(=O)N2CCCC2)cc1
    13, 0, -2, -1.6, 1, -1, -3, -1, 2
> CN(c1ccccc1)c1nc(N)c([N+](=O)[O-])c(N2CCCCC2)n1
    8, -1, -4, 1.4, 2, 8, -1, 3, 4
> CC(C)c1nnc(NC(=O)CCC(=O)NC2CCCCCCC2)s1
    -6, 5, -1, -0.2, 5, 0, -1, -6, 5
> Cc1c(C(=O)N2CCN(C/C=C/c3ccccc3)CC2)oc2c(F)cccc12
    1, ., ., 3.8, -5, 24, 1, ., -1
> CCCCOC(=O)N/N=C/C=C/c1ccccc1
    2, 4, -4, 1.2, -4, 18, 8, -10, 12
> COC(=O)/C=C1\N/C(=N\c2nc(C)cc(C)n2)N(c2ccc(C)c(C)c2)C1=O
    0, 3, 1, 1.3, -7, 1, -1, 4, -2
> CCOC(=O)CSC1=NC(=O)/C(=C\c2ccc(OC(C)=O)cc2)S1
    8, -16, 2, 2.3, -10, 16, 2, -3, -6

# In a second layout: results already given
SMILES	PAFAH2 FP inh	Fh CTSL1 inh	TPT1 inh	PP5 inh	procasp7 counter	AHR activator	PP1 inh	HCV core dimer	procasp3 activ
COc1ccc(S(=O)(=O)n2nc(OC(=O)c3ccc(C)cc3)cc2N)cc1	9	-19	-3	2.3	-8	0	0	15	-11
COc1ccc2cc(C(=O)N(C)CC(=O)Nc3ccccc3Br)ccc2c1	-7	.	.	-0.8	-2	3	-4	.	-2
N#C/C(C(=O)N1CCOCC1)=C1/SC(Cc2ccccc2Cl)C(=O)N1c1ccccc1 (stereo not given)	4	8	7	6.6	-7	-1	-8	-14	1
Cc1ccc(OCCNC(=O)CN2C(=O)NC3(CCCC3)C2=O)cc1	1	-2	4	-2.0	-3	-1	-3	-1	1
Nn1c(SCC(=O)NCCC2=CCCCC2)nnc1C1CCCCC1	5	7	3	-3.4	11	5	-2	-7	3
Cc1c(C)c2ccc(OC(C)C(=O)N[C@@H](Cc3c[nH]c4ccccc34)C(=O)O)c(C)c2oc1=O (stereo not given in full)	1	7	-4	0.8	3	8	-2	2	7
CCCCn1c(N)c(N(CC(C)C)C(=O)Cn2c(=O)oc3ccccc32)c(=O)[nH]c1=O	7	7	-2	-1.8	0	0	1	0	7
CCOc1ccc2nc(SCC(=O)NCc3ccc4c(c3)OCO4)[nH]c2c1	6	-2	-1	2.9	3	15	-1	-2	6
S=c1[nH]nc(-c2ccncc2)n1/N=C/c1cn(-c2ccccc2)nc1-c1ccc(Cl)cc1	.	-3	-6	1.1	6	4	-1	10	-14
Cc1ccc(SCCC(=O)N2CCCC2)cc1	13	0	-2	-1.6	1	-1	-3	-1	2
CN(c1ccccc1)c1nc(N)c([N+](=O)[O-])c(N2CCCCC2)n1	8	-1	-4	1.4	2	8	-1	3	4
CC(C)c1nnc(NC(=O)CCC(=O)NC2CCCCCCC2)s1	-6	5	-1	-0.2	5	0	-1	-6	5
Cc1c(C(=O)N2CCN(C/C=C/c3ccccc3)CC2)oc2c(F)cccc12	1	.	.	3.8	-5	24	1	.	-1

# A section taken from the entries so far, for reference:
# Each structure is followed by: PAFAH2 FP inh, Fh CTSL1 inh, TPT1 inh, PP5 inh, procasp7 counter, AHR activator, PP1 inh, HCV core dimer, procasp3 activ
> N#C/C(C(=O)N1CCOCC1)=C1/SC(Cc2ccccc2Cl)C(=O)N1c1ccccc1 (stereo not given)
    4, 8, 7, 6.6, -7, -1, -8, -14, 1
> Cc1ccc(OCCNC(=O)CN2C(=O)NC3(CCCC3)C2=O)cc1
    1, -2, 4, -2.0, -3, -1, -3, -1, 1

# From PubChem
